High-throughput results as filed in PubChem.
Pol iota inh – inhibitors of human DNA polymerase iota | Potency, µM (series often up to 115 µM), for the others: at the top dose activity, negative = inhibition, hits mostly inhibitors | Pol iota fluorescent replication assay, 10 min | 390,000 compounds, 1% hits
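Pol iota at 10 nM preincubated 15 min with compounds at room temperature; reaction started with fluorescent substrate, 50 nM final. Fluorescence read kinetically at 0 and 10 min; buffer-only wells as negative control.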
Pin1 inh – human Pin1 inhibition | Q13526 | Pin1 FP peptide displacement, HiFluor488, 10 min | Potency, µM (doses to about 115 µM), without a hit: at the top dose activity, negative = inhibition, usual class: inhibitors | 390,000 compounds, 0.009% hits; active = well fitted inhibition curve with a large enough effect in the polarisation, with a control signal flat, not every such curve was filed as active; inconclusive = small, poorly fitted or top-dose-only effect, or effect the other way, or a change in a side signal; inactive = no such curve, though single readings can be large or run the other way; the % refers to the polarisation; also: % is scaled to controls: 0 for no effect and ±100 for the full control effect
Target sequence (Q13526 whole entry, looked up): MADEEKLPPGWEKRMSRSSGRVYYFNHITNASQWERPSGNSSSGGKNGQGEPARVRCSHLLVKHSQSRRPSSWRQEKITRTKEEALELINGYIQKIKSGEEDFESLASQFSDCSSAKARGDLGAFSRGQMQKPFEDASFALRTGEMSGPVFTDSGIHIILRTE
BLM helicase inh – inhibitors of human Bloom syndrome helicase BLM. P54132. recombinant BLM DNA unwinding, fluorescence dequenching. Potency, µM (series often up to 56.1 µM), for the others: at the top dose activity change, negative = inhibition, actives largely listed as inhibitors. 350,000 compounds, 0.2% hits. AID 2528;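 also: plate controls were vehicle for no effect and no enzyme for full effect; nearly all actives have a fitted effect of over 35% in size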
GLS inh – glutaminase GLS (human) inhibition | AID 624170 | O94925 | GLS enzymatic activity, qHTS titration | 410,000 compounds, 0.21% hits | Potency, µM (highest dose often 45.5 µM), for inactives: at the highest dose activity change, negative = inhibition, actives largely listed as inhibitors; also: % is scaled to controls: 0 for no effect and ±100 for the full control effect
Target sequence (O94925 whole entry, looked up): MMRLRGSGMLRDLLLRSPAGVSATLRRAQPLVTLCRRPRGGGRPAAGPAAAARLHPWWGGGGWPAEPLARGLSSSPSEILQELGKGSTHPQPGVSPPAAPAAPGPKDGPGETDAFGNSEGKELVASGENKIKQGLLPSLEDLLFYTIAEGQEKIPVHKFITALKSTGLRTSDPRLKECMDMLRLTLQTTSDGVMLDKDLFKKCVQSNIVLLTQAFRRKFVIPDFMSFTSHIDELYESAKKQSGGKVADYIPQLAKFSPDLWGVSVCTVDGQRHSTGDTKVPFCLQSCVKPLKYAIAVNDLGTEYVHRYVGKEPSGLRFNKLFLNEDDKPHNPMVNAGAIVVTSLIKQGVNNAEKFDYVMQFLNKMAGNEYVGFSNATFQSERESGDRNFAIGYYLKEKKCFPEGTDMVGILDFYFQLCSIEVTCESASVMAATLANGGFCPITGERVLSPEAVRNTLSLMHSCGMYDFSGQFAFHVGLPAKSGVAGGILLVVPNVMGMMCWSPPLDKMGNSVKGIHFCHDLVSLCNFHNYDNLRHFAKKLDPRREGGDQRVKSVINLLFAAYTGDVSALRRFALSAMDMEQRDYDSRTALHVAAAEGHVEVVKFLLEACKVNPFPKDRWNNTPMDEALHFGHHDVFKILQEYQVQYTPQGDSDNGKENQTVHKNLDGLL
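Enzyme dispensed in phosphate buffer (45 mM, pH 8.2, 0.02% Tween-20), compounds pinned in, then 1 mM L-glutamine solution and the glutamate oxidase–HRP–Amplex Red mix added; fluorescence read immediately and again after 30 min at room temperature.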
G9a block – G9a (human) methyltransferase inhibition. 350,000 compounds, 8.8% hits. Potency, µM (titrated, usually from 102 µM), without a hit: top-dose activity, negative = inhibition, most hits filed as inhibitors. Q96KQ7. G9a H3K9 monomethylation, AlphaScreen, 2 h. AID 504332; also: % is scaled to controls: 0 for no effect and ±100 for the full control effect; nearly all actives have a fitted effect of over 75% in size
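Signal arises when biotinylated H3K9 peptide, once monomethylated, bridges streptavidin donor and antibody-captured acceptor beads. Enzyme at 20 nM was preincubated 15 min with test compounds; peptide 500 nM and SAM 20 uM then reacted for 2 h.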
Tb PGK inh – inhibitors of T. brucei phosphoglycerate kinase | AID 602233 | Potency, µM (top dose mostly 57.5 µM), without a hit: at the top dose activity change, negative = inhibition, most hits filed as inhibitors | PGK/GAPDH coupled, Kinase-Glo luminescence, 60 min | 380,000 compounds, 0.043% hits; also: % is scaled to controls: 0 for no effect and ±100 for the full control effect; nearly all actives have a fitted effect of over 60% in size
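Recombinant glycosomal PGK reaction used 1,3-bisphosphoglycerate generated in-well by GAPDH (100nM final) in 100mM TEA pH 7.6, 5mM MgCl2, 0.01% Tween-20. After 60 minutes at room temperature, ATP was read by Kinase-Glo Plus luminescence end-point.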
JMJD2A Tudor inh – inhibitors of human JMJD2A Tudor domain; 390,000 compounds, 4.4% hits; AID 504339; AlphaScreen JMJD2A-Tudor / H3K4me3 peptide binding; Potency, µM (titrated, usually from 114 µM), for inactives: at the highest dose activity change, negative = inhibition, most hits filed as inhibitors; also: % is scaled to controls: 0 for no effect and ±100 for the full control effect; nearly all actives have a fitted effect of over 50% in size
HP1b binding inh – HP1-beta chromodomain-methylated histone interaction inhibition; P83916; AID 540317; Potency, µM (top dose mostly 114 µM), for inactives: at the highest dose activity change, negative = inhibition, actives largely listed as inhibitors; AlphaScreen HP1-beta / biotin-H3K9me3 peptide binding; 390,000 compounds, 0.56% hits; also: nearly all actives have a fitted effect of over 70% in size; inactives centre near 23
Target sequence (P83916 whole entry, looked up): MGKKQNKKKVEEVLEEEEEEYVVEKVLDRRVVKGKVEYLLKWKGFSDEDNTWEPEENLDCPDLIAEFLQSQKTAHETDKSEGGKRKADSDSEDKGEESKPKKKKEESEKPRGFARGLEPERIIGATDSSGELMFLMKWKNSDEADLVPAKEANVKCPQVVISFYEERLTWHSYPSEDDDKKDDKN
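HP1-beta protein (50 nM final) preincubated 30 min at room temperature with biotinylated H3(1-18)K9me3 peptide (50 nM) in PBS pH 7.4, 0.01% Tween-20, then compound added for 30 min. AlphaScreen streptavidin donor/nickel chelate acceptor beads (10 ug/mL final), 30 min dark, luminescence read.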
BAZ2B block – BAZ2B (human) inhibition; Q9UIF8; AlphaScreen BAZ2B-H3K14Ac peptide displacement; Potency, µM (doses to about 114 µM), without a hit: at the top dose activity change, negative = inhibition, usual class: inhibitors; 360,000 compounds, 4.4% hits; AID 504333; also: % is scaled to controls: 0 for no effect and ±100 for the full control effect; nearly all actives have a fitted effect of over 60% in size
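AlphaScreen luminescence quantifies BAZ2B engagement of H3K14Ac peptide; the protein and biotinylated peptide are both at 50 nM final, buffer PBS pH 7.4 with 0.01% Tween-20, all steps at room temperature.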
Numbers without * were called inactive; i = inactive; ? = inconclusive; . = no result given; [ ] = remark or other dose. Unless noted, calls follow the shape of the dose curve; as a rule, active = well fitted curve in the direction sought with a large enough effect; inconclusive = small, poorly fitted or top-dose-only effect, or another doubt; inactive = no such curve, though single readings can be large; an effect the other way counts as inactive or inconclusive. Potency is read from the fitted curve at half-maximal effect. Some of the compounds tested. The share of hits here may be higher or lower than overall.

#	Pol iota inh	Pin1 inh	HP1b binding inh	GLS inh	JMJD2A Tudor inh	Tb PGK inh	BLM helicase inh	G9a block	BAZ2B block	mol
1	-10.5%	1.0%	46.8%[activator]	7.0%	-18.9%	0.9%	2.2%	-43.5%	-5.0%	CN(CCCNC(=O)CCc1cn(C)c2ccccc12)C1CCCCC1
2	20.5%	-2.2%	3.3%	3.7%	-9.7%	0.8%	-3.8%	-30.6%[12.7 µM]	7.3%	Cc1ccc([N+](=O)[O-])cc1NC1OC(CO)C(O)C1O (stereo unspecified)
3	197.7%[activator]	4.2%	-5.7%	-2.7%	-34.0%	-3.8%	-3.8%	32.9%	-14.4%	CC(C)[C@H](NC(N)=O)C(=O)Nc1ccc(OCc2ccccc2)cc1
4	58.5%[activator]	-2.0%	25.2%	-1.5%	-10.7%	-6.1%	-0.3%	-5.5%	-10.4%	CCCC(=O)Nc1nnc(SCC(=O)NC2CC2)s1
5	-11.6%	7.4%	29.6%	-5.9%	-5.0%	-5.0%	-0.3%	-10.6%[59 µM]	-4.5%	O=C1N[C@@H](Cc2ccccc2)[C@@H](c2ccco2)O1
6	22.3%	-14.4%	46.6%[activator]	28.8%	-17.0%	i	-0.9%	2.4%	12.5%	O=C(Cc1ccc([N+](=O)[O-])cc1)NNC(=O)c1ccc2c(c1)OCO2
7	-1.0%	-6.0%	28.7%	-0.6%	8.2%	-4.3%	0.1%	-8.6%[12.7 µM]	-21.6%	COC(=O)COc1ccc(-c2nn(C)c(=O)c3ccccc23)cc1
8	50.1µM*	?	?	5.8%	-31.7%	4.6%	-19.1%	56.2µM*	-25.8%	O=c1oc2c(-c3ccc([N+](=O)[O-])cc3)cc(O)cc2s1
9	-8.8%	4.0%	32.0%	-2.8%	2.3%	-1.3%	-3.5%	-3.4%[59 µM]	-0.4%	CCN(CC)c1cc2c(cc1F)c(=O)c(S(=O)(=O)c1cc(C)ccc1C)cn2Cc1ccccc1
10	-23.8%	-1.1%	-31.7%	?	?	-3.2%	1.2%	13.7%	?	COc1ccc(OC)c(CNC(=O)Cc2c(C(=O)O)[nH]c3ccc(Cl)cc23)c1
11	30.5%[activator]	?	-3.3%	5.9%	-32.5%	i	-4.5%	?	?	CC(=O)c1ccc(S(=O)(=O)N2CCn3cccc3C2c2ccccc2F)cc1 (stereo unspecified)
12	-12.6%	-4.4%	17.7%	0.4%	-13.2%	14.1%	.	7.5%[59 µM]	6.0%	C=CCN(c1ccccc1)S(=O)(=O)c1cccc(C(=O)N2CCN(c3ncccn3)CC2)c1

Overlap with the part before: 2 entries; new compounds follow.
#	Pol iota inh	Pin1 inh	HP1b binding inh	GLS inh	JMJD2A Tudor inh	Tb PGK inh	BLM helicase inh	G9a block	BAZ2B block	mol
11	30.5%[activator]	?	-3.3%	5.9%	-32.5%	i	-4.5%	?	?	CC(=O)c1ccc(S(=O)(=O)N2CCn3cccc3C2c2ccccc2F)cc1 (stereo unspecified)
12	-12.6%	-4.4%	17.7%	0.4%	-13.2%	14.1%	.	7.5%[59 µM]	6.0%	C=CCN(c1ccccc1)S(=O)(=O)c1cccc(C(=O)N2CCN(c3ncccn3)CC2)c1
13	127.4%[activator]	-5.7%	21.8%	4.7%	-10.9%	6.6%	-5.7%	?	1.3%	COc1ccc(-c2nc3cc([N+](=O)[O-])ccc3o2)cc1OC
14	4.9%	0.6%	32.2%	8.4%	-14.7%	-3.6%	-1.7%	1.5%	-2.0%	CCOC(=O)C1(CCCc2ccccc2)CCN(Cc2cn(CC)nc2C)CC1
15	10.3%	-0.6%	40.0%[activator]	-6.7%	-5.1%	i	-3.4%	-5.0%	-22.7%	CCCC(C)c1nc(C(N)=O)c2[nH]c(=O)n(-c3ccc(OC)cc3OC)c2n1 (stereo unspecified)
16	-8.0%	-4.6%	18.4%	1.3%	-8.4%	-8.3%	-6.3%	-18.6%[59 µM]	-1.5%	Cc1ccc(C)c(NC(=O)Nc2csc3c2CCCC3)c1
17	3.0%	8.4%	8.2%	10.3%	-2.1%	5.2%	-9.4%	23.8%	2.8%	COCc1cc(C)nc(SCC(=O)Nc2ccc3[nH]c(=O)[nH]c3c2)c1C#N
18	84.9%[activator]	0.5%	50.2%[activator]	5.6%	-13.8%	-1.3%	-0.7%	.	0.1%	O=C(O)C1CC(=O)N(CCc2ccc(F)cc2)C1 (stereo unspecified)
19	-42.5%	2.5%	-34.9%	-4.0%	9.6%[11.4 µM]	-0.4%	-3.6%	.	-37.1%	CCOc1ccc(-n2c(C)nc3cc(C(=O)NCc4ccco4)ccc32)cc1
20	?	-9.4%	-10.0%	5.9%	-34.5%	-6.2%	.	.	.	COc1ccc(S(=O)(=O)N2CCCCCC2)cc1C(=O)NCc1ccco1
21	13.4%	2.3%	45.9%[activator]	-0.3%	-14.0%[11.4 µM]	-5.3%	-3.3%	23.5%[59 µM]	1.1%	O=Cc1c(-c2ccccc2)nc2ccccn12
22	0.9%	1.4%	0.2%	1.0%	-2.2%	2.4%	-0.4%	-4.6%	7.0%	c1ccc(OCCCCN2CCOCC2)cc1
23	19.5%	-7.7%	32.0%[57 µM]	2.3%	-6.9%	-1.4%	.	.	.	CCOC(=O)N1CC(C)N(CC(O)CN2CCOCC2)CC1C (stereo unspecified)
24	-9.7%	0.2%	32.7%[activator]	4.3%	-4.8%	4.6%	0.2%	-1.7%[59 µM]	-10.7%	CC1=C(C(N)=O)C(c2ccc(C(C)C)cc2)n2nc(SCc3ccccc3)nc2N1 (stereo unspecified)
25	0.3%	-8.1%	?	7.9%	3.98µM*	-3.1%	4.2%	25.1µM*	50.1µM*	c1ccc2cc(OCCCn3ccnc3)ccc2c1
26	29.2%	-6.0%	64.1%[activator]	5.0%	3.2%	-3.6%	-0.2%	24.1%[59 µM]	-18.1%	CCOC(=O)c1c(NC(=O)CN2CCCCC2)sc(C)c1C
27	11.5%	0.5%	47.5%[activator]	-5.8%	-3.5%	-4.6%	.	.	.	O=C(/C=C/C(Cl)(Cl)Cl)Nc1ccc(Cl)cc1
28	13.9%	-7.6%	28.2µM*	-2.4%	20µM*	i	-1.5%	?	31.6µM*	COc1ccc(C(NCC(=O)Nc2c(C)cccc2C)c2ccccc2)cc1 (stereo unspecified)
29	46.5%[activator]	-4.8%	29.3%	13.8%	-13.5%[11.4 µM]	-9.4%	-1.0%	10.3%	-9.4%	O=C(CSc1ncn[nH]1)NC1CCCc2ccccc21 (stereo unspecified)
30	9.8%	-0.4%	20.9%	7.2%	-5.5%	1.7%	.	-4.6%[0.501 µM]	-1.6%	COc1ccccc1OCC(=O)Nc1ccccc1C(=O)NC1CC1
31	11.4%	-2.2%	26.2%	7.3%	-17.9%	-6.4%	-0.6%	?	-14.5%	C=CCNC(=O)c1ccccc1SCc1c(C)noc1C
32	15.4%	1.5%	2.7%	0.0%	-22.2%	-1.4%	-7.8%	18.8%	-26.3%	COc1ccc(-n2ccnc2SCC(=O)Nc2cc(C)on2)cc1
33	-0.2%	-1.2%	19.7%	-7.1%	-11.9%	i	0.5%	3.1%[59 µM]	2.9%	CN(C)CCCNc1ccc(S(N)(=O)=O)cc1[N+](=O)[O-]
34	1.3%	1.0%	42.1%[activator]	-2.3%	4.4%	-0.6%	.	-17.3%[12.7 µM]	24.5%	Cc1c(NC(=O)C(C)Sc2nccn2C)c(=O)n(-c2ccccc2)n1C (stereo unspecified)
35	-4.0%	-1.1%	29.2%	3.0%	4.1%	-2.7%	.	.	.	O=C(CNC(=O)c1ccco1)NNC(=O)c1n[nH]c(=O)c2ccccc12
36	91.2%[activator]	4.7%	44.2%[activator]	-5.0%	13.7%	5.6%	-7.3%	-44.1%	-0.4%	CC(C)(CN1CCc2ccccc2C1)NS(=O)(=O)c1ccc(Cl)cc1
37	8.3%	10.0%	-9.1%	0.0%	-32.0%	i	-2.9%	-1.0%[59 µM]	-1.0%	CN(C(=O)COc1nnc(-c2cccs2)c(-c2cccs2)n1)c1ccccc1
38	19.9%	8.6%	27.5%	0.6%	-2.4%	-5.4%	.	18.0%[2.33 µM]	-3.0%	CCN(Cc1nc2cc(Cl)ccc2c(=O)[nH]1)C(=O)c1cccc(OCc2c(C)noc2C)c1
39	41.4%[activator]	-3.3%	27.0%	1.9%	-8.1%	-9.2%	-3.9%	23.2%	3.4%	CCOc1ccccc1/C=N/NC(=O)c1nnn(-c2nonc2N)c1CN1CCC(C)CC1
40	9.8%	-0.4%	-8.9%	-2.5%	?	0.4%	-3.1%	-3.1%	8.2%	CC1(C)CC(=O)CC(C)(C)N1OC(=O)c1ccco1
41	?	?	79.8%[activator]	-7.8%	?	-4.1%	-15.3%	-25.0%[59 µM]	-31.0%	O=C(Cn1c(=O)n(Cc2ccc(C(=O)NCc3ccc4c(c3)OCO4)cc2)c(=O)c2ccccc21)Nc1ccc(F)cc1F
42	9.8%	4.9%	33.4%[activator]	6.0%	-8.1%	-0.1%	1.0%	-31.1%[59 µM]	-5.6%	Cc1ccc(N2CCN(S(=O)(=O)N(C)C)CC2)cc1Cl
43	-2.5%	0.8%	32.2%	-9.1%	-4.2%	-2.2%	0.5%	?	39.3%[activator]	COc1ccc(CCNC(=O)c2cc(CC(C)C)on2)cc1OC
44	34.4%[activator]	-4.6%	60.5%[activator]	0.4%	?	i	-3.6%	-124.7%[59 µM]	?	CC(C)(C)C(=O)NNC(=O)c1cnccn1
45	46.0%[activator]	-11.8%	61.1%[activator]	0.0%	12.0%	-4.6%	-0.2%	35.2%	8.1%	CCOC(=O)n1c(=O)n(Cc2cccc(F)c2)c2ccccc21
46	32.6%[activator]	3.3%	60.4%[activator]	-7.4%	-10.3%	-2.1%	-5.3%	.	-13.4%	Cc1nn(C(=O)CCC(=O)NCCc2ccccc2)c2ccccc12
47	49.7%[activator]	17.7%	53.2%[activator]	-0.2%	-2.4%	-1.4%	-0.6%	19.3%[59 µM]	-2.2%	O=C1CC(c2cccc(Cl)c2)CC(O)=C1C=Nc1ccccc1 (stereo unspecified)
48	122.1%[activator]	-5.5%	5.8%	0.6%	-16.8%	i	-1.4%	-6.0%	1.4%	COc1ccccc1NC(=O)NCC(=O)Nc1c(C)cccc1C
